GAA glycogen: GAA glycogen-cleavage inhibition or activation. AID 2100. P10253. recombinant GAA, glycogen substrate, Amplex Red glucose oxidase fluorescence. Potency, µM (series often up to 76.4 µM), inactives show at the top dose activity change, negative = inhibition, most hits filed as inhibitors. 300,000 compounds, 0.38% hits; active = well fitted inhibition curve with a large enough effect; inconclusive = small, poorly fitted or top-dose-only effect, or another doubt; inactive = no such curve, though single readings can be large or run the other way;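 note: 0% = full enzyme reaction and -100% = no-enzyme basal signal; the screen sought inhibitors and activators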
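Recombinant human enzyme (4 nM); glycogen substrate; 37 C, 40 min, pH 5.0. Readout: coupled glucose oxidase/Amplex Red fluorescence.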
The depositor's hits bear a star; u = inconclusive; [ ] = remark or other dose. Potency is the fitted concentration of half-maximal effect. An excerpt. The share of hits here may be higher or lower than overall.

SMILES	GAA glycogen
Cc1cc(OC(C)C(=O)Nc2cccnc2)ccc1Cl (stereo not drawn)	-3%[76.3 µM]
O=C(O)c1cc(-c2ccc(Cl)c(Cl)c2)n(-c2ccc(F)cc2)n1	-7%
COc1ccc(OCc2nnc(SCC(=O)NC3CC4CCC3C4)o2)cc1 (stereo not drawn)	2%
CCCSc1nc2sc3c(c2c(=O)n1Cc1ccccc1)CC(C)(CC)OC3 (stereo not drawn)	3%[76.3 µM]
COc1ccc2nc(NC(=O)c3cc(=O)c4cc(C)cc(C)c4o3)sc2c1	16%[76.3 µM]
O=[N+]([O-])c1ccc(NCc2ccccc2N2CCC(CO)CC2)nc1	3%
Cc1cc(C)cc(OCC(=O)N2CCC(c3nc4ccccc4s3)CC2)c1	-9%[76.3 µM]
CCOC(=O)C1=C(COC(=O)c2ccc(Br)o2)NC(=O)NC1C (stereo not drawn)	-5%[76.3 µM]
CCc1cccc(C)c1NC(=O)CCn1c(=O)c2cccn2c2ccccc21	-10%[76.3 µM]
CC(C)n1c(SCC(=O)NCc2ccco2)nnc1C1CC1	-8%[76.3 µM]
Cc1cc(C)c2nc(N3CCC(C(=O)NCCCN4CCCC4=O)CC3)sc2c1	0%[76.3 µM]
CC1(C)CC(=O)N(c2cc(Cl)cc(Cl)c2)C(=O)C1	-1%
CCOC(=O)COc1ccc2c(c1)c(C(C)=O)c(C)n2-c1ccc(OC)cc1	6%
CCOC(=O)CNC(=O)N1CCC(CCC(=O)N(C)Cc2ccccc2)CC1	0%[76.3 µM]
CCCSCCCNC(=O)c1sc2nc(C)cc(C)c2c1-n1cccc1	-6%[76.3 µM]
O=C(O)CCCN1C(=O)c2cccc3cccc(c23)C1=O	-5%[76.3 µM]
CCc1ccc(NC(=O)C2CCCN(S(=O)(=O)c3c(C)noc3/C=C/N(C)C)C2)cc1 (stereo not drawn)	4%[76.3 µM]
Cc1cccc(NC(=O)CCNS(=O)(=O)c2ccc(Cl)cc2)c1	14%[76.3 µM]
COc1cccc(OC)c1C(=O)Nc1ccc2c(c1)n(C)c(=O)n2C	-2%[76.3 µM]
CCOC(=O)N1CCN(S(=O)(=O)c2ccc(C(=O)N(CCN(CC)CC)c3nc4ccc(C)cc4s3)cc2)CC1	-12%[76.3 µM]
COc1ccc(CCNC(=O)Cn2c(=O)c3cccn3c3ccc(F)cc32)cc1OC	8%[76.3 µM]
COC(=O)COc1ccc(S(=O)(=O)Nc2ccc3c(c2)OCCO3)cc1C	-11%[76.3 µM]
COC(=O)[C@H](Cc1ccccc1)N(C)S(=O)(=O)c1cccc(S(=O)(=O)N(C)[C@@H](Cc2ccccc2)C(=O)OC)c1	0%[76.3 µM]
COc1ccc2nc(NCc3cccnc3)sc2c1	-3%[76.3 µM]
O=S(=O)(NCc1cccnc1)c1ccc2ccccc2c1	4%
CCc1ccc(NC(=O)CCn2nc(-c3ccccc3OC)c3c(C)cc(C)nc32)cc1	-19%[76.3 µM]
CNC(=S)NNC(=O)c1cc(-c2cccnc2)nc2ccccc12	1%[76.3 µM]
CCN(C(=O)c1cc2c(s1)-c1ccccc1OC2)c1cc(OC)ccc1OC	-3%[76.3 µM]
CCC(=O)Oc1cc(C(C)(C)C)cc2cc(-c3nc(-c4ccc(OC)cc4OC)no3)c(=O)oc12	-10%[76.3 µM]
NC(=O)c1nsc(C(=O)N(c2ccc3c(c2)OCCO3)C(C(=O)NCC2CCCO2)c2ccc(F)cc2)c1N (stereo not drawn)	1%
CCN(C(=O)c1ccco1)C1C2CC3CC(C2)CC1C3 (stereo not drawn)	1%[76.3 µM]
CC(C)(C)OC(=O)NCCCC[C@H](NC(=O)[C@H](Cc1c[nH]c2ccccc12)NC(=O)OCc1ccccc1)C(=O)O	1%
CC1(C)OC2CCN3C(C(O)COS3(=O)=O)C2O1 (stereo not drawn)	6%[76.3 µM]
O=C(c1ccccc1Br)N1CCN(Cc2ccc3c(c2)OCO3)CC1	1%[76.3 µM]
O=C1C2C3C=CC(CC3)C2C(=O)N1c1ccc(Br)cc1[N+](=O)[O-] (stereo not drawn)	6%
Cc1oc(/N=C/c2ccccc2)c(C#N)c1C	-18%[76.3 µM]
CCCOc1cccc(C(=O)NCCNC(=O)c2ccccn2)c1	-16%
COc1ccccc1C1Nc2c(sc3nc(C)cc(C)c23)C(=O)N1c1ccccc1 (stereo not drawn)	u
Cc1c(CC(=O)N[C@@H](C)C(=O)O)c(=O)oc2cc3c(cc12)CCC(C)(C)O3	6%
Cc1ccc(C)c(S(=O)(=O)N2CCCOC2CNC(=O)C(=O)NCc2ccccn2)c1 (stereo not drawn)	-2%[76.3 µM]
COc1cccc(CC(=O)Nc2ccccc2N2CCCC2)c1	u
O=C(NCc1ccccc1Cl)c1cc(=O)[nH]c2ccccc12	0%[76.3 µM]
CC(C)c1ccc(NS(=O)(=O)c2ccc3nc(-c4ccccc4)[nH]c3c2)cc1	-4%[76.3 µM]
Cc1ccc(NC(=O)CSc2nc3ccccc3nc2Cc2ccccc2F)cc1F	2%[76.3 µM]
CSc1ccccc1NC(=O)C1CC(c2ccccc2Cl)=NO1 (stereo not drawn)	-2%[76.3 µM]
COc1ccc(CC(=O)NNC(=O)c2ccc(Br)o2)cc1	2%[76.3 µM]
COC(=O)c1ccc(C2c3[nH]c4ccccc4c3C[C@H]3C(=O)N(C4CCN(Cc5ccccc5)CC4)CC(=O)N23)cc1 (stereo partly drawn)	4%
O=C1c2ccccc2CN1C(CO)c1ccccc1 (stereo not drawn)	-1%
Cc1ccccc1-c1nc(CS(=O)(=O)CC(=O)NCC(C)c2ccccc2)c(C)o1 (stereo not drawn)	-4%[76.3 µM]
O=C1N(Cc2ccccc2)c2ccc(Cl)cc2C1(O)c1c[nH]c2ccccc12 (stereo not drawn)	-6%[76.3 µM]
C=C(C)COc1ccc(-c2ncncc2-c2ccc(Br)cc2)c(O)c1	5%
COc1ccc(-n2nc(C(=O)NCC(=O)N3CCCC3)c3ccccc3c2=O)cc1	9%
CC(C)c1cc(C(=O)OCC(=O)N2CCN(C(=O)c3ccco3)CC2)c(O)c(C(C)C)c1	-1%[76.3 µM]
COc1ccc(OC)c(NC(=O)c2nc(S(=O)(=O)Cc3ccc(F)cc3)ncc2Cl)c1	11%[76.3 µM]
O=C(N[C@H](Cc1cc(=O)[nH]c2ccccc12)C(=O)O)c1ccc(Cl)cc1	1%
CC(C)Oc1ccc(C(=O)N2CCN(CCc3ccccn3)CC2)cc1	13%[76.3 µM]
CCOc1ccc2nc(N3CCCC(C(=O)NC4CCCC4)C3)sc2c1 (stereo not drawn)	-13%[76.3 µM]
O=c1c2oc3ccccc3c2n(Cc2ccccc2Cl)c(=O)n1Cc1ccco1	3%[76.3 µM]
Cc1ccc(NC(=O)CSc2nc3ccc(Br)cc3[nH]2)c(C)c1	-8%[76.3 µM]
Cc1ccc(C)c(CN2C(=O)CSc3ccc(C(=O)N4CCCC4)cc32)c1	4%

Continued:
SMILES	GAA glycogen
CCC(=O)N1CCc2cc(Br)cc(S(=O)(=O)NCCN3CCCC3)c21	-2%
CCN(CC)c1ccc(Nc2nc(Cl)ncc2Br)cc1	-6%
Cc1ccc(Cl)cc1NC(=O)Cn1c(=O)n(C(C)C)c(=O)c2oc3ccccc3c21	14%[76.3 µM]
CCC(C)Nc1nc(-c2c[nH]c3ccccc23)cs1 (stereo not drawn)	5%
COc1ccc(Nc2nc(-c3cccc(OC)c3O)nc3ccccc23)cc1	-6%
Cc1ccccc1OC(C)C(=O)NCCCN1CCOCC1 (stereo not drawn)	-1%[76.3 µM]
COc1ccccc1NC(=O)N1CCOc2ccccc21	-4%[76.3 µM]
COc1ccc(NC(=O)c2ccccc2Oc2ccccc2)c(OC)c1	-4%[76.3 µM]
CCOc1ccc(CCNC(=O)CSc2nnnn2-c2ccccc2)cc1OCC	1%[76.3 µM]
CC(CC(=O)Nc1ccc(F)cc1F)S(=O)(=O)c1ccc2c(c1)NC(=O)CO2 (stereo not drawn)	-5%[76.3 µM]
CN(Cc1ccccc1C#N)S(=O)(=O)c1cccs1	-5%
Cc1cccc(N2CCN(C(=O)NC3CCCCC3)CC2C)c1 (stereo not drawn)	-4%
O=C1NC(=O)C(Cc2cccc(Oc3ccccc3)c2)S1 (stereo not drawn)	-19%
CC1=C(C(=O)Nc2cccnc2)C(c2ccc(F)cc2)n2nc(-c3cccc(C)c3)nc2N1 (stereo not drawn)	0%[76.3 µM]
CC1CCCCN1C(=O)c1c(Cl)cnn1C (stereo not drawn)	-7%[76.3 µM]
Cc1ccc2oc(C(=O)N3CCN(CC(=O)NC(C)C)CC3)c(C)c2c1	-5%[76.3 µM]
CCC(=O)c1cn(CC(=O)Nc2ccccc2F)c2ccccc12	-11%[76.3 µM]
Cc1ccc(C)c(OCc2cc(C(=O)N3C[C@@H](C)O[C@@H](C)C3)no2)c1	0%[76.3 µM]
CC(C)Oc1ccc(C2CC(=O)NC2=O)cc1 (stereo not drawn)	-9%[76.3 µM]
O=C(Nc1ccccc1O)c1cccc(NC(=O)c2ccco2)c1	2%[76.3 µM]
CC(C)c1ccccc1OCC(=O)Nc1ccccc1C(=O)N1CCOCC1	-6%[76.3 µM]
COc1ccc(N2CCN(c3nc4c(C)cccn4c(=O)c3/C=C(\C#N)C(N)=O)CC2)cc1	-10%
COc1ccc(/C=C(\C#N)C(=O)c2cccn2C)cc1	-2%
O=C(NCCc1ccccc1)c1ccc2c(c1)N(Cc1ccc(Cl)cc1)C(=O)CS2	-10%[76.3 µM]
COc1ccc(N2CCN(CCCNC(=O)CCC(=O)N3CCOc4ccc(Cl)cc43)CC2)cc1	-27%[76.3 µM]
Cc1nc2c(-c3ccc(F)cc3)c(C)nn2c(C)c1CCC(=O)NCc1ccc(F)cc1	-2%[76.3 µM]
COc1ccc(C(CC(=O)Nc2ncccc2C)N2Cc3ccccc3C2=O)cc1OC (stereo not drawn)	5%
Cc1ccc(CNC(=O)CCc2nnc3n(C)c(=O)c4sccc4n23)cc1	13%[76.3 µM]
Cc1ccc(-n2c(=O)[nH]c3sc4c(c3c2=O)CCNC4)cc1C	3%[76.3 µM]
O=C1C2=C(Nc3ccccc3SC2c2c(F)cccc2Cl)c2ccccc21 (stereo not drawn)	-4%[76.3 µM]
CCCN(CCC)Cc1c(C(=O)N/N=C/C(C)=C\c2ccco2)nnn1-c1nonc1N	-6%
C=Cc1ccc(CSc2nnc(C)n3c2cc2occc23)cc1	-9%[76.3 µM]
C#CCn1c(C2CC(=O)N(c3ccc(OC)cc3)C2)nc2ccccc21 (stereo not drawn)	17%[76.3 µM]
CCCNC(=O)c1nn2c(C(F)(F)F)cc(-c3ccccc3)nc2c1Cl	-7%[76.3 µM]
O=C(NCc1cccc(F)c1)C1CCC(=O)N(C2CC2)C1 (stereo not drawn)	-1%[76.3 µM]
O=C1/C(=C/c2cccc(F)c2)Oc2cc(O)ccc21	3%

Shown with each value named: entries from further up.
Compound: Cc1ccc(CNC(=O)CCc2nnc3n(C)c(=O)c4sccc4n23)cc1
  GAA glycogen: 13%[76.3 µM]

Compound: CCCN(CCC)Cc1c(C(=O)N/N=C/C(C)=C\c2ccco2)nnn1-c1nonc1N
  GAA glycogen: -6%

Compound: C=Cc1ccc(CSc2nnc(C)n3c2cc2occc23)cc1
  GAA glycogen: -9%[76.3 µM]

Compound: COc1ccc(C(CC(=O)Nc2ncccc2C)N2Cc3ccccc3C2=O)cc1OC (stereo not drawn)
  GAA glycogen: 5%

The listing picks up, repeating the 6 entries before the break.
SMILES	GAA glycogen
CCCN(CCC)Cc1c(C(=O)N/N=C/C(C)=C\c2ccco2)nnn1-c1nonc1N	-6%
C=Cc1ccc(CSc2nnc(C)n3c2cc2occc23)cc1	-9%[76.3 µM]
C#CCn1c(C2CC(=O)N(c3ccc(OC)cc3)C2)nc2ccccc21 (stereo not drawn)	17%[76.3 µM]
CCCNC(=O)c1nn2c(C(F)(F)F)cc(-c3ccccc3)nc2c1Cl	-7%[76.3 µM]
O=C(NCc1cccc(F)c1)C1CCC(=O)N(C2CC2)C1 (stereo not drawn)	-1%[76.3 µM]
O=C1/C(=C/c2cccc(F)c2)Oc2cc(O)ccc21	3%
O=C(CCOc1ccccc1)Nc1ccnn1C1CCN(C(=O)CCC(F)(F)F)CC1	-15%[76.3 µM]
O=C(Nc1ccc2[nH]c(=O)[nH]c2c1)c1ccc(Br)o1	-6%[76.3 µM]
CN(C)c1ccc(C(C(=O)NCC2CCCO2)N(C(=O)c2snc(C(N)=O)c2N)c2ccccc2)cc1 (stereo not drawn)	0%
O=C(Nc1cccc(O)c1)c1cc(-c2ccc3c(c2)OCO3)on1	14%[76.3 µM]
CCC(=O)N1CCc2cc(Br)cc(S(=O)(=O)NC3CCN(Cc4ccccc4)CC3)c21	2%
COc1ccc(COc2ncnc3ccc(Br)cc23)cc1F	2%
Cc1ccc(C(C)(O)CS(=O)(=O)Cc2ccccc2)cc1 (stereo not drawn)	4%

Pulled by structure from the entries so far, 4 records:
SMILES	GAA glycogen
CC1=C(C(=O)Nc2cccnc2)C(c2ccc(F)cc2)n2nc(-c3cccc(C)c3)nc2N1 (stereo not drawn)	0%[76.3 µM]
O=[N+]([O-])c1ccc(NCc2ccccc2N2CCC(CO)CC2)nc1	3%
CC(C)c1ccc(NS(=O)(=O)c2ccc3nc(-c4ccccc4)[nH]c3c2)cc1	-4%[76.3 µM]
CCC(=O)N1CCc2cc(Br)cc(S(=O)(=O)NC3CCN(Cc4ccccc4)CC3)c21	2%

Screening data as filed in PubChem BioAssay.
